APEX1 inh: qHTS Assay for Inhibitors of the Human Apurinic/apyrimidinic Endonuclease 1 (APE1) | actives 0.35% (n = 350,000) | AID 2517, 2012 | Potency, µM (highest dose often 65.8 µM), inactives show at the highest dose activity change, negative = inhibition, hits mostly inhibitors | recombinant APE1, TAMRA/BHQ-2 abasic DNA cleavage fluorescence;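 further: potency means the concentration at half of the fitted maximal effect; plate controls were vehicle for no effect and reference inhibitor for full effect; nearly all actives have a fitted effect of over 55% in size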
Target sequence (P27695 whole entry, looked up): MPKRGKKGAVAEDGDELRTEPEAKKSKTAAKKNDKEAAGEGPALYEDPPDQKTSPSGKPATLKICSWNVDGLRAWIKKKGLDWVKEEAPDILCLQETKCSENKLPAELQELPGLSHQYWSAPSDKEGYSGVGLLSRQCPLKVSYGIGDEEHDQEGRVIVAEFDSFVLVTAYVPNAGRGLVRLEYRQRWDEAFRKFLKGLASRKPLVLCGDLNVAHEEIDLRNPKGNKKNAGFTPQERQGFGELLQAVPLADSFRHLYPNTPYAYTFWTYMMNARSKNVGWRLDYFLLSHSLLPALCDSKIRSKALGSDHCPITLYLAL
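Measures dequenching upon AP-site incision of a 5'-TAMRA/3'-BHQ-2 THF-containing duplex, 50 nM; human APE1 0.75 nM after 15 min room-temperature exposure to compound; kinetic three-point read at one-minute spacing.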
Tb PGK inh: qHTS Assay to Find Inhibitors of Phosphoglycerate Kinase; Phosphoglycerate kinase, glycosomal (Trypanosoma brucei brucei), P07378; PGK/GAPDH coupled, Kinase-Glo luminescence, 60 min; Potency, µM (top dose mostly 57.5 µM), for the others: at the top dose activity change, negative = inhibition, actives largely listed as inhibitors; actives 0.043% (n = 380,000); further: potency means the concentration at half of the fitted maximal effect; on the % scale 0 is the no-effect control and ±100 the full control effect; nearly all actives have a fitted effect of over 60% in size
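Recombinant glycosomal PGK reaction used 1,3-bisphosphoglycerate generated in-well by GAPDH (100nM final) in 100mM TEA pH 7.6, 5mM MgCl2, 0.01% Tween-20. After 60 minutes at room temperature, ATP was read by Kinase-Glo Plus luminescence end-point.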
POLB inh: qHTS Assay for Inhibitors of DNA Polymerase Beta | P06746 | Pol beta primer extension/strand displacement, fluorescence kinetic | Potency, µM (doses to about 114 µM), for the others: at the top dose activity change, negative = inhibition, most hits filed as inhibitors | actives 1.3% (n = 340,000); further: potency means the concentration at half of the fitted maximal effect; on the % scale 0 is the no-effect control and ±100 the full control effect
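Pol beta (10 nM) and compounds were preincubated 15 min at room temperature, then 50 nM substrate (final) started primer extension/strand displacement. Reads were taken at 0 and 10 min; concentration-response data were fitted to a four-parameter Hill equation.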
Anesthetic bind: qHTS Assay for Identification of Novel General Anesthetics. Ferritin light chain (Equus caballus), P02791. apoferritin/1-aminoanthracene competitive binding, fluorescence. Potency, µM (series often up to 77.5 µM), for inactives: at the top dose activity change, negative = displacement, usual class: inhibitors. actives 0.074% (n = 350,000). AID 485281, 2010; further: potency means the concentration at half of the fitted maximal effect; on the % scale 0 is the no-effect control and ±100 the full control effect; nearly all actives have a fitted effect of over 20% in size
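Horse-spleen apoferritin (10 uM) in 50% saturated 1-aminoanthracene in PBS was incubated 10 min at room temperature with compound. Fluorescence (ex 380, em 535 nm) was normalized to free and bound 1-AMA, with concentration-response fitted by a four-parameter Hill equation.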
Pol eta inh: qHTS for Inhibitors of Polymerase Eta. DNA polymerase eta (Homo sapiens), Q9Y253. recombinant Pol eta, fluorescent DNA replication assay. Potency, µM (doses to about 114 µM), without a hit: at the highest dose activity change, negative = inhibition, actives largely listed as inhibitors. actives 1.2% (n = 390,000). AID 588591, 2011; further: potency means the concentration at half of the fitted maximal effect; on the % scale 0 is the no-effect control and ±100 the full control effect
Target sequence (Q9Y253 whole entry, looked up): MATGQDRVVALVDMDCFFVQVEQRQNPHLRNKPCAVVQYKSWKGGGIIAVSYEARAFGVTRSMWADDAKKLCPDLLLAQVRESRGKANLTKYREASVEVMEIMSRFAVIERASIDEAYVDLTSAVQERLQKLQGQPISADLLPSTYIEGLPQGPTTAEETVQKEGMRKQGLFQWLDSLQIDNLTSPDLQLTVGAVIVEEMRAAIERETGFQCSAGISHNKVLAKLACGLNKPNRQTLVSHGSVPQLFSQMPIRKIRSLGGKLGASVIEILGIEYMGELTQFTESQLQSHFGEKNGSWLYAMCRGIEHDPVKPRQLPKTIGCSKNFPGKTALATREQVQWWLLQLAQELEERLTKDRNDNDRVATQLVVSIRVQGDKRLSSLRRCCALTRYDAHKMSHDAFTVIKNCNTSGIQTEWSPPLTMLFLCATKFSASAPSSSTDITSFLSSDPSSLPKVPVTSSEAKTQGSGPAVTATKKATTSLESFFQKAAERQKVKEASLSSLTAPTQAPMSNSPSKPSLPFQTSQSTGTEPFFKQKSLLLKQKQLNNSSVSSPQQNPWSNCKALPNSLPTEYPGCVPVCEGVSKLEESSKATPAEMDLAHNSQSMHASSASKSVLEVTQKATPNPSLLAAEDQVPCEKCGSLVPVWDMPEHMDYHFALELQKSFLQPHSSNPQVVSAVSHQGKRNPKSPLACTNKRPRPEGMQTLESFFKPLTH
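Pol eta (10 nM) was preincubated with compounds for 15 min at room temperature, after which fluorescent replication substrate (50 nM final) was added to start the reaction. Fluorescence was read kinetically at 0 and 10 min.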
RXFP1 antag: qHTS Assay for Antagonists of the Relaxin Receptor RXFP1 | Relaxin receptor 1 (Homo sapiens), Q9HBX9 | HEK293-RXFP1, relaxin-stimulated cAMP HTRF, 30 min; hits give low values | activity change, negative = inhibition, % at 57.5 µM | actives 0.59% (n = 350,000) | AID 1259400, 2018;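 active means activity change of -60% or lower, but not beyond a set lower limit; inconclusive means change between -60% and -40%, or beyond the set limit; inactive means change above -40%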; further: on the % scale 0 is the no-effect control and ±100 the full control effect
BLM inh: qHTS Assay for Inhibitors of Bloom's syndrome helicase (BLM); RecQ-like DNA helicase BLM (Homo sapiens), P54132; recombinant BLM DNA unwinding, fluorescence dequenching; Potency, µM (titrated, usually from 56.1 µM), for inactives: at the highest dose activity change, negative = inhibition, usual class: inhibitors; actives 0.2% (n = 350,000); AID 2528, 2010;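 further: potency means the concentration at half of the fitted maximal effect; plate controls were vehicle for no effect and no enzyme for full effect; nearly all actives have a fitted effect of over 35% in size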
Pol kappa inh: qHTS for Inhibitors of Polymerase Kappa | purified Pol kappa, fluorescent DNA synthesis assay, 10 min | Potency, µM (top dose mostly 107 µM), for inactives: top-dose activity, negative = inhibition, usual class: inhibitors | actives 0.53% (n = 400,000); further: potency means the concentration at half of the fitted maximal effect; on the % scale 0 is the no-effect control and ±100 the full control effect
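Kinetic fluorescence readout at 0 and 10 min followed reaction start with substrate at 50 nM final. Beforehand, enzyme (10 nM Pol kappa) stood 15 min with compound at room temperature; buffer-only wells were negative controls.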
POLI inh: qHTS for Inhibitors of Polymerase Iota; DNA polymerase iota (Homo sapiens), Q9UNA4; Pol iota fluorescent replication assay, 10 min; Potency, µM (highest dose often 115 µM), inactives show at the top dose activity, negative = inhibition, actives largely listed as inhibitors; actives 1% (n = 390,000); further: potency means the concentration at half of the fitted maximal effect
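Pol iota at 10 nM preincubated 15 min with compounds at room temperature; reaction started with fluorescent substrate, 50 nM final. Fluorescence read kinetically at 0 and 10 min; buffer-only wells as negative control.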
* hit, by the source's call; i = inactive; ? = inconclusive; · = not tested or not shown; [ ] = remark or other dose. Unless noted, the call rests on the fitted dose curve; in most records, active means well fitted curve in the direction sought with a large enough effect; inconclusive means small, poorly fitted or top-dose-only effect, or another doubt; inactive means no such curve, though single readings can be large; an effect the other way counts as inactive or inconclusive. The list is partial; the hit share may differ from the screen's.

The opening six records as a preview:
SMILES	APEX1 inh	Tb PGK inh	POLB inh	Anesthetic bind	Pol eta inh	RXFP1 antag	BLM inh	Pol kappa inh	POLI inh
COc1ccc(/C=N/n2c(-c3ccco3)nc3ccccc3c2=O)cc1	16%	-3%	1%	-2%	?	12	-2%	-17%	20%
Cc1ccc(NC(=O)CN(C)C(=O)CSc2nnc(C(F)(F)F)n2C)cc1	15%	-4%	-3%	1%	-1%	-16	-2%	-9%	66%[activator]
CCN(CC)S(=O)(=O)c1ccc(C(=O)NCCOC(=O)c2ccc(F)cc2F)cc1	10%	-1%	-21%	1%	-15%	4	-1%	-21%	45%[activator]
COc1ccc(-n2nnnc2CNC(=O)c2ccc3ccccc3c2)cc1	-2%	5%	·	·	-13%	-16	·	-1%	31%[activator]
Cc1ccc(CNC(=O)C2CCN(c3nc4ccccc4n(C)c3=O)CC2)cc1	·	1%	17%	2%	-12%	·	-4%	0%	23%
O=C(Nc1ccnn1C1CCN(CC2CC=CCC2)CC1)c1ccccc1 (stereo not drawn)	15%	-8%	8%	-15%	-12%	6	-2%	6%	-5%

The whole of this part, previewed entries included:
SMILES	APEX1 inh	Tb PGK inh	POLB inh	Anesthetic bind	Pol eta inh	RXFP1 antag	BLM inh	Pol kappa inh	POLI inh
COc1ccc(/C=N/n2c(-c3ccco3)nc3ccccc3c2=O)cc1	16%	-3%	1%	-2%	?	12	-2%	-17%	20%
Cc1ccc(NC(=O)CN(C)C(=O)CSc2nnc(C(F)(F)F)n2C)cc1	15%	-4%	-3%	1%	-1%	-16	-2%	-9%	66%[activator]
CCN(CC)S(=O)(=O)c1ccc(C(=O)NCCOC(=O)c2ccc(F)cc2F)cc1	10%	-1%	-21%	1%	-15%	4	-1%	-21%	45%[activator]
COc1ccc(-n2nnnc2CNC(=O)c2ccc3ccccc3c2)cc1	-2%	5%	·	·	-13%	-16	·	-1%	31%[activator]
Cc1ccc(CNC(=O)C2CCN(c3nc4ccccc4n(C)c3=O)CC2)cc1	·	1%	17%	2%	-12%	·	-4%	0%	23%
O=C(Nc1ccnn1C1CCN(CC2CC=CCC2)CC1)c1ccccc1 (stereo not drawn)	15%	-8%	8%	-15%	-12%	6	-2%	6%	-5%
c1ccc(COc2cncc(-c3cccnc3)c2)cc1	5%	9%	·	·	-8%	·	·	-12%	34%[activator]
Cc1ccc(NC(=O)c2ccc(CNc3c(N4CCOCC4)c(=O)c3=O)cc2)cc1	16%	-6%	27%	-8%	-7%	·	-3%	8%	39%[activator]
Cn1nc(C(F)(F)F)c(-c2ccc(Br)cc2)c1NC(=O)C1CCC1C(=O)O (stereo not drawn)	-1%	-2%	-1%	-5%	-17%	-12	1%	0%	49%[activator]
Cc1cc(C(C)(C)C)ccc1OCCn1ccnc1	7%	i	-11%	?	-10%	-19	-4%	7%	3%
O=C(COC(=O)[C@@H]1CCCN1C(=O)c1cccs1)NCCc1ccccc1	-5%	0%	-1%	-7%	-13%	-9	1%	9%	10%
Cc1cc(C)c2ccc3c(C)c(C)nc3c2[nH]1	1%	i	2%	-2%	-8%	-10	0%	-1%	109%[activator]
Nc1ccccc1NC1=CC(=O)CC(c2ccccc2)C1 (stereo not drawn)	7%	·	14%	-11%	·	·	-4%	·	·
COc1ccc(NC(=O)C(=O)NCCc2ccc(OC)c(OC)c2)c(OC)c1	·	-1%	-12%	0%	-2%	-9	-2%	-5%	-15%
O=C(CN1C(=O)CC(c2ccccc2)=Nc2ccccc21)NCc1ccccc1	-5%	1%	-9%	-7%	-5%	-8	-6%	-20%	2%
CC(=O)c1cccc(NC(=S)N2CCN(S(=O)(=O)c3ccccc3)CC2)c1	-8%	-1%	-3%	?	-17%	0	-5%	-16%	1%
O=C(CNc1cccc([N+](=O)[O-])c1)NC(=O)NC1CCCCC1	-20%	5%	·	·	-13%	-5	·	-3%	0%
Cc1cccc(NC(=O)c2cnn(-c3ccc(F)cc3)c2C2CCNCC2)c1C	-4%	4%	13%	-14%	6%	-17	0%	0%	162%[activator]
CCOC(=O)c1sc(NC(=O)COC(=O)CNC(=O)c2ccco2)c(C(=O)OCC)c1C	15%	2%	0%	-4%	-30%	-4	-7%	-6%	16%
O=C(Nc1ccncc1)c1cccc(S(=O)(=O)N2CCN(c3ccc(F)cc3)CC2)c1	3%	-8%	·	·	-19%	-23	·	-16%	-12%
O=C(NCc1cc2ccccc2[nH]1)C1CCC(=O)N(CCCN2CCCC2=O)C1 (stereo not drawn)	80%[activator]	i	11%	-3%	-12%	-1	-1%	9%	35%[activator]
COc1ccc(NC(=O)CC(=O)Nc2ccc(OC)cc2OC)c(OC)c1	-2%	5%	0%	-9%	-5%	8	-1%	-15%	14%
Cc1ccccc1CNCCCSc1nnnn1C	·	i	0%	-3%	-9%	-4	2%	2%	41%[activator]
CC(C)C(=O)Nc1ccc2c(c1)nc(CCN1CCN(c3ccccn3)CC1)n2C	26%	0%	13%	-2%	-10%	4	-2%	-15%	30%[activator]
CSCCC(NC(N)=O)C(=O)NCc1ccc(Cl)cc1 (stereo not drawn)	5%	-2%	-8%	-7%	10%	-1	5%	-1%	24%
COc1ccc(OC)c(NC(=O)CCc2nnc3ccc(N4CCC(C)CC4)nn23)c1	9%	-10%	20%	-19%	13%	12	0%	-3%	21%
O=C(NC(CO)Cc1ccccc1)c1ccccc1 (stereo not drawn)	1%	-2%	4%	-1%	-5%	1	3%	-13%	161%[activator]
Cc1cc2cc(C)c3nnc(SCC(=O)NCc4ccc5c(c4)OCO5)n3c2cc1C	3%	-7%	2%	-15%	-6%	-4	-9%	-10%	-2%
COc1ccc(CC(=O)NCc2nnc(SCC(=O)Nc3ccc(OC)cc3)n2C)cc1	2%	·	1%	-1%	-10%	2	-1%	-3%	16%
O=C(O)CC1CCCC(c2ccccc2)C1=O (stereo not drawn)	-1%	-1%	11%	6%	-8%	0	7%	-12%	1%
CC(=O)Nc1ccc(S(=O)(=O)NC2(C(F)(F)F)C(=O)Nc3c2c(=O)[nH]c(=O)n3-c2ccc(C)cc2)cc1 (stereo not drawn)	·	9%	?	2%	-4%	-5	1%	-3%	-5%
CCCOc1cccc(C(=O)NC(=S)Nc2cccc(C(F)(F)F)c2)c1	-4%	-4%	-1%	?	-8%	4	-11%	-13%	-2%
COc1ccc(NS(=O)(=O)c2cccc(C(=O)N/N=C/c3ccccc3OC)c2)cc1	3%	7%	·	·	-26%	-5	·	-5%	39%[activator]
CCS(=O)(=O)n1nc(-c2ccc(OC)cc2)nc1SC	-1%	3%	20%	-5%	-16%	-3	-4%	4%	-5%
CCn1c(SCC(=O)N2CCCc3ccccc32)nnc1-c1c[nH]c2ccccc12	0%	-1%	34%	?	-13%	-16	-1%	-4%	-5%
CCCCN(CC(=O)NCc1ccc(F)cc1)C(=O)c1ccco1	5%	4%	-25%	-7%	-8%	5	5%	-16%	-14%
COc1ccc(CNS(=O)(=O)c2ccc(Br)s2)cc1	32%	i	14%	-9%	-3%	8	-5%	-8%	-3%
C=C(Cl)COc1ccc2c(CCCC)cc(=O)oc2c1	3%	-5%	2%	?	-16%	-8	-7%	-23%	-2%
CCOc1ccc(CCNC(=O)CCNS(=O)(=O)c2ccc3c(c2)CCN3C(C)=O)cc1OCC	19%	1%	91%	-6%	-4%	-12	3%	9%	-3%
COc1cc(OC)cc(C(=O)OCC(=O)Nc2ccc(F)cc2F)c1	-8%	-2%	-1%	-10%	5%	-15	-5%	-8%	33%[activator]
C[C@@H]1CN([C@H](C)CO)C(=O)c2cc(NC(=O)Cc3ccccc3)ccc2O[C@H]1CN(C)Cc1ccc(Oc2ccccc2)cc1	9%	-6%	·	·	-14%	·	·	11%	10%
Cc1cc(C)c(C#N)c(SCc2nc3ccccc3[nH]2)n1	0%	-3%	-3%	92%[activator]	0%	10	-1%	-22%	13%
O=c1c2c(nc3cc(-c4ccc(Cl)cc4)[nH]n13)CCS2	3%	-9%	1%	-6%	?	-19	-3%	-6%	17%
COCCOc1cc(COC)nc(-c2cccc(C)c2)n1	3%	i	7%	-9%	-7%	1	-3%	-6%	-8%
CCOC(=O)c1[nH]c(C)c(CCC(=O)NCc2ccc(OC)cc2)c1C	·	i	-29%	-2%	-4%	-3	-3%	-13%[60.1 µM]	6%
